Screening results (PubChem BioAssay)
C2C12 statin – suppression of simvastatin myotoxicity. C2C12 myotubes + simvastatin, ATP luminescence, 48 h; scaled: DMSO 0, geranylgeraniol control 100. AID 602340. actives 0.78% (n = 330,000). rescue of ATP level, % at 7.49 µM;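 active = mean ATP rescue above about 67%, or every replicate alone reaching that limit, limit read from the data, passing the limit was not always enough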;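 note: myotubes were challenged with 10 µM simvastatin during compound exposure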
PAX8 inh HTS – lowers PAX8-driven luciferase in RMG-I cells | RMG-I TPO-luciferase reporter, SteadyGlo, 24 h | inhibition, % at 12.6 µM | actives 1.2% (n = 360,000) | AID 652154;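 active = mean replicate inhibition at least 60% with every replicate also reaching 60%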;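 note: luciferase light reporting Pax8 driven TPO promoter activity; plate controls were median of neutral control wells for no effect and mitoxantrone controls for full effect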
ARNT TACC3 PPI – disrupts binding between human ARNT and TACC3; Q9Y6A5; AlphaScreen His-ARNT PAS-B/GST-TACC3 binding, luminescence; TACC3 fragment carries E629A point mutation; inhibition, % at 9.99 µM; actives 0.66% (n = 390,000); AID 623870;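 active = mean inhibition of replicates at least 50% and at least half of replicates each reaching 50%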;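 note: 0% = complete ARNT plus TACC3 wells and 100% = ARNT alone without TACC3; many hits fall short of the cut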
LGR2 antag – Drosophila LGR2 receptor signaling inhibition. inhibition, % at 9.99 µM. actives 0.35% (n = 380,000). HEK293 LGR2, CRE-luciferase, bursicon-stimulated, 4 h;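 active = drop in luminescence signal, shown as inhibition above about 50% in the replicate tests, limit read from the data, passing the limit was not always enough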;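 note: agonist challenge used bursicon conditioned medium at about half maximal strength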
PglD inh – inhibitors of Campylobacter jejuni PglD acetyltransferase | AID 602405 | inhibition, % at 12.5 µM | actives 0.098% (n = 360,000) | purified PglD enzyme, DTNB colorimetric CoA detection; in the data active = inhibition above about 16%, passing the limit was not always enough; note: strong numbers were not always called active
Cneo AK release – Cryptococcus neoformans lysis via adenylate kinase release; C. neoformans lysis, adenylate kinase release luminescence, 4 h; normalised: neutral wells 0, clomiphene wells 100; lysis activity, % at 15 µM; actives 0.2% (n = 360,000); AID 651654;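 active = mean lysis activity across replicates of at least 80%, whatever share of replicates individually reach that level; inactive = mean lysis activity below 80%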
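Schedule: static 4 h at 37 °C with compound, 1 h detection; system: C. neoformans cells; benchmarks: Clomiphene as positive control; buffer or medium: fresh YPD medium; measure: luminescence rise reflecting yeast cell lysis; measured by: luminescent adenylate kinase detection reagent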
INS-1E GSIS act – primary screen for activators of insulin secretion dependent on glucose, INS-1E cells, GLuc reporter luminescence; INS-1E GLuc reporter insulin secretion, 2-3 h; activation, % at 16.6 µM; actives 0.61% (n = 370,000); AID 743287;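 active = lowest replicate activation of at least 40%, so every replicate reaches that level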;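 note: 0% = median of neutral control wells and 100% = median of IBMX positive control wells; some compounds called inactive have numbers as strong as hits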
PGC1a acetyl inh – modulators of PGC1a acetylation; AID 651687; inhibition, % at 15.6 µM; actives 0.17% (n = 350,000); U2OS PGC1a acetylation, AlphaScreen anti-acetyl-lysine; with virally co-expressed GCN5 acetyltransferase;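 active = every replicate shows inhibition of at least 40%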;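 note: 0% = neutral control wells and 100% = positive control wells; some results beyond the cut were filed as inactive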
* marks the source's active call; other numbers are inactive results.

CC(C)(C)OC(=O)C[C@@H]1C/C=C\C[C@H](CC(=O)N[C@@H](CO)Cc2ccccc2)C(=O)N[C@H](Cc2ccccc2)COC1=O was read as C2C12 statin 0, PAX8 inh HTS 8, ARNT TACC3 PPI -4, LGR2 antag 16, PglD inh 2, Cneo AK release -3 and INS-1E GSIS act -13.
`CCOc1ccc(N2CC(C(=O)Nc3ccc4c(c3)OCO4)CC2=O)cc1` (stereo not drawn) gave PAX8 inh HTS 4, ARNT TACC3 PPI -3, LGR2 antag 0 and INS-1E GSIS act 6.
For CCCCNC(=O)N(O)C1N(/N=C/c2ccccc2O)C(=S)SC1(C)C (stereo not drawn) the results were C2C12 statin 0, PAX8 inh HTS 27, ARNT TACC3 PPI 13, LGR2 antag 2, PglD inh 7, Cneo AK release -1, INS-1E GSIS act -43 and PGC1a acetyl inh -10.
`CCCCOC(=O)Nc1cc(OC)c(Cl)cc1OC` gave C2C12 statin -4, PAX8 inh HTS 3, ARNT TACC3 PPI -7, PglD inh 2, Cneo AK release 1 and PGC1a acetyl inh -16.
For CN1C(=O)NC(c2ccccc2[N+](=O)[O-])C2=C1CCCC2=O (stereo not drawn) the results were C2C12 statin -14, PAX8 inh HTS 2, ARNT TACC3 PPI 9, LGR2 antag -3, PglD inh 5, Cneo AK release 0 and INS-1E GSIS act 3.
NC(=O)CC1C(=O)N(c2ccccc2)C(=S)N1NC(=O)c1ccc(Br)cc1 (stereo not drawn) was read as C2C12 statin 32, PAX8 inh HTS -142, ARNT TACC3 PPI 1, LGR2 antag -8, PglD inh 5, Cneo AK release -2, INS-1E GSIS act 1 and PGC1a acetyl inh -8.
CCCS(=O)(=O)N1CCn2c(nc3ccccc32)C1 was read as C2C12 statin 0, PAX8 inh HTS 1, ARNT TACC3 PPI -3, LGR2 antag -27, PglD inh 1, Cneo AK release -1, INS-1E GSIS act 2 and PGC1a acetyl inh -6.
`CCCc1[nH][nH]c(=O)c1C(c1ccccc1)C(C#N)C#N` (stereo not drawn) gave C2C12 statin -1, PAX8 inh HTS 11, ARNT TACC3 PPI -3, PglD inh -7, Cneo AK release -10, INS-1E GSIS act -7 and PGC1a acetyl inh -3.
CCC(=O)Nc1ccc2c(c1)OC[C@H](C)N(Cc1ccccc1OC)C[C@@H](C)[C@@H](OC)CN(C)C2=O was read as C2C12 statin -32, PAX8 inh HTS 0, ARNT TACC3 PPI -3, LGR2 antag -17, PglD inh 0, Cneo AK release -2, INS-1E GSIS act -11 and PGC1a acetyl inh -2.
`C=CCn1c(C)cc(/C([O-])=C(/C(=S)Nc2ccc(OC(F)F)cc2)[n+]2ccc(N(C)C)cc2)c1C` gave C2C12 statin -10, PAX8 inh HTS 1, ARNT TACC3 PPI 4, LGR2 antag -21, PglD inh -3, Cneo AK release 1 and INS-1E GSIS act -5.
Screening CCOC(=O)C1CCN(Cc2c(F)cccc2Cl)CC1 returned C2C12 statin 2, ARNT TACC3 PPI -18, LGR2 antag 6, INS-1E GSIS act 7 and PGC1a acetyl inh 19.
Screening CO[C@H]1CN(C)C(=O)c2ccc(NC(C)=O)cc2OC[C@@H](C)N(C(=O)c2ccccn2)C[C@@H]1C returned C2C12 statin 9, PAX8 inh HTS 5, ARNT TACC3 PPI 0, LGR2 antag 11, PglD inh -1, Cneo AK release 0, INS-1E GSIS act -8 and PGC1a acetyl inh 5.
Screening CCCC(=O)NC(C)c1nc2ccccc2n1C (stereo not drawn) returned C2C12 statin -7, PAX8 inh HTS -11, ARNT TACC3 PPI -1, LGR2 antag -2, PglD inh -2, Cneo AK release -2, INS-1E GSIS act 5 and PGC1a acetyl inh 3.
Screening C[C@@H](O)C#Cc1ccc([C@H]2[C@@H](CO)N3CCCCN(C(=O)c4ccc(F)cc4)C[C@@H]23)cc1 returned PAX8 inh HTS -9, ARNT TACC3 PPI -3, LGR2 antag 21, PglD inh 0, Cneo AK release -3, INS-1E GSIS act 7 and PGC1a acetyl inh -6.
For Cc1ccc(F)cc1NC(=O)c1c(-c2ccccc2)noc1C the results were C2C12 statin 18, PAX8 inh HTS 3, ARNT TACC3 PPI -4, LGR2 antag 6, PglD inh 2, Cneo AK release -3, INS-1E GSIS act 34 and PGC1a acetyl inh -6.
For NC(=O)C1(N2CCCCC2)CCN(Cc2ccc(F)cc2)CC1 the results were C2C12 statin 2, ARNT TACC3 PPI 4, INS-1E GSIS act -2 and PGC1a acetyl inh -15.
O=S(=O)(c1ccc(F)cc1)N1CCCCN2[C@H](C1)[C@H](c1ccc(-c3ccccc3F)cc1)[C@@H]2CO was read as PAX8 inh HTS 11, ARNT TACC3 PPI 11, PglD inh -3, Cneo AK release -1 and PGC1a acetyl inh -6.
Screening CCOC(=O)Cc1csc(NC(=S)NC(=O)c2ccc([N+](=O)[O-])cc2)n1 returned PAX8 inh HTS -5, ARNT TACC3 PPI -5, LGR2 antag 12 and INS-1E GSIS act -28.
For C#CCn1c(=NC(=O)c2ccc(Cl)s2)sc2cccc(OC)c21 the results were C2C12 statin 1, PAX8 inh HTS -16, ARNT TACC3 PPI -5, LGR2 antag -57, PglD inh -3, Cneo AK release 0, INS-1E GSIS act -5 and PGC1a acetyl inh -4.
Screening Cc1cc(NS(=O)(=O)c2ccc(NC(=O)C(C)Oc3cc(C)c(Cl)c(C)c3)cc2)no1 (stereo not drawn) returned C2C12 statin -1, ARNT TACC3 PPI 6, LGR2 antag -9, PglD inh -2, Cneo AK release 3, INS-1E GSIS act 11 and PGC1a acetyl inh -5.
CCn1c(=N)c(C(=O)NC)cc2c(=O)n3cccc(C)c3nc21 was read as ARNT TACC3 PPI 5, PglD inh -3, Cneo AK release -6 and PGC1a acetyl inh 11.
`Cc1cc(C)cc(OCC(=O)N2N=C(C(F)(F)F)CC2(O)C(C)(C)C)c1` (stereo not drawn) gave C2C12 statin 17, ARNT TACC3 PPI 2, PglD inh 4, Cneo AK release 3 and PGC1a acetyl inh 3.
`CCc1nnc(NC(=O)c2ncc(Cl)c(Cl)c2Cl)s1` gave C2C12 statin 1, ARNT TACC3 PPI 1, LGR2 antag 2, PglD inh 1, Cneo AK release 3 and INS-1E GSIS act 5.
For CCCOc1ccc(/C(O)=C2/C(=O)C(=O)N(CCCn3ccnc3)C2c2ccco2)cc1 (stereo not drawn) the results were PAX8 inh HTS -11, ARNT TACC3 PPI 4, PglD inh -5, Cneo AK release -2 and PGC1a acetyl inh 8.
For O=C(C[C@@H]1C[C@@H]2c3cc(NC(=O)c4cccnc4)ccc3O[C@@H]2[C@@H](CO)O1)NCC1CC1 the results were C2C12 statin 5, PAX8 inh HTS -22, ARNT TACC3 PPI -14, LGR2 antag 1, PglD inh 1, Cneo AK release -6, INS-1E GSIS act 17 and PGC1a acetyl inh -6.
Screening CCn1c(/C=C/Nc2ccccc2)[n+](CC)c2ccc(Cl)cc21 returned PAX8 inh HTS 8, ARNT TACC3 PPI -2, LGR2 antag -2 and INS-1E GSIS act -6.
Screening CCC1Oc2ccccc2N(CC(=O)NCCCN2CCC(C)CC2)C1=O (stereo not drawn) returned C2C12 statin -2, ARNT TACC3 PPI -12, LGR2 antag 7, PglD inh -3, Cneo AK release 0 and INS-1E GSIS act 9.
For CCc1cccc(C)c1NC(=O)CN1C(=O)NC(Cc2ccccc2)C1=O (stereo not drawn) the results were PAX8 inh HTS 10, ARNT TACC3 PPI 2, LGR2 antag 4, INS-1E GSIS act 15 and PGC1a acetyl inh 2.
For CC1Cc2ccccc2N1C(=O)CSc1nnc(Cc2ccccc2)n1CCc1ccccc1 (stereo not drawn) the results were C2C12 statin 113*, ARNT TACC3 PPI -3, PglD inh 1, Cneo AK release 4 and PGC1a acetyl inh -10.
`COc1ccc([Si](C)(C)[C@H]2[C@H](CCn3cc([C@H](O)c4ccccc4)nn3)O[C@@]3(C(=O)N(C)c4c(Br)cc(C)cc43)[C@@H]2C)cc1` gave PAX8 inh HTS 4, ARNT TACC3 PPI 7, PglD inh 9 and Cneo AK release 25.

Next part, overlapping the part above by 3 compounds.
For CCc1cccc(C)c1NC(=O)CN1C(=O)NC(Cc2ccccc2)C1=O (stereo not drawn) the results were PAX8 inh HTS 10, ARNT TACC3 PPI 2, LGR2 antag 4, INS-1E GSIS act 15 and PGC1a acetyl inh 2.
For CC1Cc2ccccc2N1C(=O)CSc1nnc(Cc2ccccc2)n1CCc1ccccc1 (stereo not drawn) the results were C2C12 statin 113*, ARNT TACC3 PPI -3, PglD inh 1, Cneo AK release 4 and PGC1a acetyl inh -10.
`COc1ccc([Si](C)(C)[C@H]2[C@H](CCn3cc([C@H](O)c4ccccc4)nn3)O[C@@]3(C(=O)N(C)c4c(Br)cc(C)cc43)[C@@H]2C)cc1` gave PAX8 inh HTS 4, ARNT TACC3 PPI 7, PglD inh 9 and Cneo AK release 25.
Screening CCCNC(=O)N(C)C[C@@H]1Oc2ncc(C#CCC(C)C)cc2C(=O)N([C@@H](C)CO)C[C@H]1C returned C2C12 statin 16, PAX8 inh HTS 4, ARNT TACC3 PPI -7, LGR2 antag -16, PglD inh 3, Cneo AK release -3, INS-1E GSIS act -9 and PGC1a acetyl inh 1.
For CCn1cc(C(=O)NCCCN2CCCCCC2)c(=O)c2cc(S(=O)(=O)N3CCc4ccccc4C3)ccc21 the results were C2C12 statin -10, PAX8 inh HTS 19, ARNT TACC3 PPI -10, LGR2 antag 16, PglD inh 0, Cneo AK release 4, INS-1E GSIS act 3 and PGC1a acetyl inh 33.
CN1C(=O)c2cc(NC(=O)c3cccc(F)c3)ccc2OC[C@@H]2O[C@@H](CC(=O)O)CC[C@H]21 was read as C2C12 statin -15, PAX8 inh HTS 12, ARNT TACC3 PPI -1, LGR2 antag 3, PglD inh 0, Cneo AK release -4, INS-1E GSIS act 4 and PGC1a acetyl inh -7.
CCNC(=O)C12CCC(C)(C(=O)C1Br)C2(C)C (stereo not drawn) was read as C2C12 statin 2, PAX8 inh HTS -8, ARNT TACC3 PPI 33, LGR2 antag 21, PglD inh -2, Cneo AK release 0, INS-1E GSIS act 11 and PGC1a acetyl inh -11.
O=C(CCCl)N(Cc1nc2ccccc2c(=O)[nH]1)Cc1cccs1 was read as PAX8 inh HTS 8, ARNT TACC3 PPI -10, LGR2 antag -8, INS-1E GSIS act 8 and PGC1a acetyl inh 3.
`Cc1cc(C)c2c(c1)/C(=c1/sc3n(c1=O)CN(c1ccccc1)CN=3)C(=O)N2` gave PAX8 inh HTS 0, ARNT TACC3 PPI 13, LGR2 antag -15 and INS-1E GSIS act 12.
For CC(C)[C@H](C)NC(=O)N(C)C[C@@H]1OCc2ccccc2-c2ccccc2C(=O)N([C@@H](C)CO)C[C@H]1C the results were PAX8 inh HTS -13, ARNT TACC3 PPI -17, LGR2 antag 11, PglD inh 0, Cneo AK release -3, INS-1E GSIS act 7 and PGC1a acetyl inh -51.
COc1ccc2cc(C3(C)NC(=O)N(CC(=O)Nc4c(C)n(C)n(-c5ccccc5)c4=O)C3=O)ccc2c1 (stereo not drawn) was read as PAX8 inh HTS 15, ARNT TACC3 PPI -6, LGR2 antag -5, PglD inh 4, Cneo AK release -7 and INS-1E GSIS act 9.
`O=C(Cn1cncn1)N/N=C/c1ccncc1` gave PAX8 inh HTS 6, ARNT TACC3 PPI -7, LGR2 antag 6, PglD inh 2, Cneo AK release 3, INS-1E GSIS act 3 and PGC1a acetyl inh 7.
`C/C(N)=C(/C#N)C(=O)COC(=O)CNC(=O)c1ccc(Cl)cc1Cl` gave PAX8 inh HTS 6, ARNT TACC3 PPI -10, LGR2 antag -1 and INS-1E GSIS act 10.
`CNC(=O)c1nn(-c2ccc(Cl)cc2)ccc1=O` gave C2C12 statin -9, ARNT TACC3 PPI -1, LGR2 antag -11, PglD inh -1, Cneo AK release 6, INS-1E GSIS act 17 and PGC1a acetyl inh -6.
